Compound activity: PubChem BioAssay, several laboratories
HDAC3 inh – blocks human histone deacetylase 3; recombinant HDAC3, fluorogenic peptide/trypsin coupled, fluorescence; AID 2718; 320,000 tested, 0.15% active; O15379; inhibition, % at 8.3 µM; in the data active means inhibition above about 26%, passing the limit was not always enough
Target sequence (O15379 whole entry, looked up): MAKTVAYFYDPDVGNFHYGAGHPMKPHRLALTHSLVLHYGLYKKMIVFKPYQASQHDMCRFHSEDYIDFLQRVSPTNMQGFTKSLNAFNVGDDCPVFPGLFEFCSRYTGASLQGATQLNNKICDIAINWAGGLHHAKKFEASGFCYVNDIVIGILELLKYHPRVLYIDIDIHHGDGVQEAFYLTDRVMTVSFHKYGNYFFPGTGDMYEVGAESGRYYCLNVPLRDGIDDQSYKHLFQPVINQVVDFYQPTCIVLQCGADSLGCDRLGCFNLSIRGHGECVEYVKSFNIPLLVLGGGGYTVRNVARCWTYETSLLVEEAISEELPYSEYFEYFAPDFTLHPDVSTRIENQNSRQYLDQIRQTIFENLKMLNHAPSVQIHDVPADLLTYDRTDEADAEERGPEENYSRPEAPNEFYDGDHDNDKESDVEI
GSK3 alpha inh – inhibitors of human GSK-3 alpha kinase; inhibition, % at 10 µM; P49840; 320,000 tested, 0.1% active; ADP-Glo luminescence, 60 min;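 in the data active means inhibition above about 50%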;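 further: GST-tagged GSK-3 alpha with peptide substrate and 25 µM ATP; 0% = DMSO neutral wells and 100% = GW8510 positive control wells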
Target sequence (P49840 whole entry, looked up): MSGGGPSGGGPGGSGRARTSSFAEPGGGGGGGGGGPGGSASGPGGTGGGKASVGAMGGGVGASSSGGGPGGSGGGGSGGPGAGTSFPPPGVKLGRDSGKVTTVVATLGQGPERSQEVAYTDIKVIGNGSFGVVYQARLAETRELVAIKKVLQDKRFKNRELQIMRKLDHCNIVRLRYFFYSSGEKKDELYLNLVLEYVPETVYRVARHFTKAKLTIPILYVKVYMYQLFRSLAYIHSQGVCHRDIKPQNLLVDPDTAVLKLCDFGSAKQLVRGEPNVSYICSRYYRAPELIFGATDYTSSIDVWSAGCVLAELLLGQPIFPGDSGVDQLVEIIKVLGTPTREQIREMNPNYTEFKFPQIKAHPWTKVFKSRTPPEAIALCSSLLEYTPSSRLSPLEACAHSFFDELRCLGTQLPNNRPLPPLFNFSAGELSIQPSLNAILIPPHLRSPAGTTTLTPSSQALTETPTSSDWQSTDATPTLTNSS
AI-2 QS modul – Vibrio harveyi AI-2 quorum sensing modulation; Vibrio harveyi JMH597 AI-2 luminescence/OD600 ratio, 9 h; hits give low values; strain lacks LuxN and CqsS sensors; 0 = neutral-control median; activity change, % at 7.5 µM; 300,000 tested, 0.4% active; AID 2094; in the data active means activity change below about -75%, passing the limit was not always enough;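 further: luminescence divided by OD600 gain over 9 h not by final OD600 alone; inactives centre near 13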
HSF1 activator – increases HSF-1 driven luciferase reporter signal. activation, % at 9 µM. 300,000 tested, 1.7% active. NIH3T3-HGL HSF-1 luciferase reporter, MG132, 8 h; 100% = twice DMSO control signal. AID 504408;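 active means mean replicate activation of at least 50% with a set share of replicates each reaching 50%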;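 further: 0% = median of the neutral control wells and 100% = twice that signal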
DYRK1A inh – blocks rat Dyrk1A kinase activity; Q63470; ADP-Glo luminescence, NFATc1 peptide; inhibition, % at 12.5 µM; 310,000 tested, 0.43% active; AID 504441; in the data active means inhibition above about 50%;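 further: plate controls were vehicle with enzyme for no effect and no enzyme for full effect; many of its hits are not listed in these tables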
HSF1 inh – HSF1 inhibition | NIH3T3-HGL HSE-luciferase, MG132-induced, luminescence 8 h; hits give low values | activity change, negative = inhibition, % at 7.5 µM (by protocol) | 300,000 tested, 0.77% active;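 active means more than half of replicate wells show activity change below -50%, luminescence cut by over half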;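 further: luciferase reports HSF-1 transcriptional activity via heat shock element; 0% = median of DMSO wells and -100% = zero luminescence signal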
HSP90 refold inh – HSP90 refolding inhibition in rabbit reticulocyte lysate; inhibition, % at 5.6 µM; luciferase refolding luminescence, 3 h; 290,000 tested, 0.91% active;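 active means inhibition above the screen-wide mean plus 3 SD, computed separately per campaign, cut at about 16% in these data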;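 further: 0% = DMSO wells and 100% = 60 µM geldanamycin wells; inhibitors lower the luminescence because luciferase stays unfolded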
GSK3beta inhib – blocks human GSK3beta kinase activity. P49841. GST-GSK3beta kinase, ADP-Glo luminescence, 60 min; hits give low values. activity score (negative = inhibition), % at 10 µM. 300,000 tested, 0.038% active;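 active means more than half of replicate wells score below -50%, meaning over 50% inhibition versus plate controls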;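 further: 0% = median DMSO wells and -100% = median GW8510 positive control wells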
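Test system: GST-fused GSK3beta enzyme, cell-free | Quantity: 1.6 ng GST-GSK3beta enzyme per well | Reagent: 25 µM ATP with peptide substrate | Schedule: 60 min enzyme reaction, room temperature | Signal: Luminescent ADP-Glo measurement of ADP formed | Read-out basis: Score relative to plate controls | Control set: DMSO and 20 µM GW8510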
PolyA inhibitor – blocks polyadenylation in yeast reporter cells; S. cerevisiae SKY197-pL101 polyadenylation reporter, beta-gal luminescence; efflux-impaired pdr1/pdr3 knockout yeast; score 100 = 6 SD above DMSO; 300,000 tested, 0.02% active; calls only at 12 µM; AID 1875;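 active means lowest replicate activity score at least 50, where 100 means six control SD above control mean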;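 further: yeast exposed to compound for 9 h at 30 °C; higher score means more reporter readthrough which indicates perturbed polyadenylation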
Platelet DG rel – platelet dense granule release activity | 300,000 tested, 0.22% active | human platelet-rich plasma, SFLLRN dense granule ATP release, luminescence | inhibition, %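 (compounds screened at 7.5 µM in platelet-rich plasma)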;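 active means mean replicate score, as percent of positive control, at or above 50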
Numbers without * were called inactive; i = inactive; · = not tested or not shown.

Compound,HDAC3 inh,GSK3 alpha inh,AI-2 QS modul,HSF1 activator,DYRK1A inh,HSF1 inh,HSP90 refold inh,GSK3beta inhib,PolyA inhibitor,Platelet DG rel
COc1cc(NC(=O)COC(=O)CCCC2=NS(=O)(=O)c3ccccc3N2)cc(OC)c1,-1,2,21,-4,33,-5,-3,0,i,5
Cn1cc(C(=O)N2CCc3ccccc32)cn1,7,0,27,10,-6,14,-5,-3,i,-1
CCCN(CCC)CCNC(=O)c1cn(C)c(=O)c2c1c1ccccc1n2C,·,·,11,11,3,2,3,1,i,-4
O=C(NCC(=O)N1CCN(S(=O)(=O)c2ccccc2)CC1)c1ccc(Br)o1,1,-1,5,-1,-7,1,·,-3,i,12
O=C(c1ccccc1)c1c[nH]c(C(=O)NNc2ccccc2)c1,-1,2,6,16,1,-3,-3,0,i,1
COc1ccc(CCNC(=O)CCCCCNc2nc(=S)[nH]c3ccccc23)cc1OC,1,4,12,-3,-7,0,-5,-6,i,-15
CCN(CC(=O)Nc1c(F)cccc1F)C(=O)CCCNC(=O)c1ccc(Cl)cc1,3,-1,4,6,-3,-4,·,0,i,-12
COc1ccc(NC(=O)CSCC(=O)Nc2cccc3ncccc23)cc1,-3,-2,31,-11,-5,-2,·,0,i,0
O=C(O)c1ccccc1C(=O)Nc1nccs1,-4,1,12,-8,-2,-8,2,-5,i,-3
NC(=S)Nc1ccccc1Br,2,-6,12,0,·,-3,0,2,i,-4
Cc1nccn1Cc1cccc2ccccc12,0,-1,20,-64,0,-53*,1,2,i,-9
Cc1ccc(/C=N/NC(=O)CN2C(=O)CSc3ccccc32)o1,-1,1,-1,5,-1,-8,-7,0,i,-5
CCOC(=O)CSc1nnc(-c2cc(OC)c(OC)c(OC)c2)o1,2,-1,11,13,-3,5,-1,3,i,5
COCCNc1c2c(nc3ccccc13)CCC2,2,-2,21,-31,-2,-18,2,0,i,10
CCCC(NC(=O)COc1cc2c(c3oc(=O)cc(C)c13)CCC(C)(C)O2)C(=O)O (stereo not drawn),-127,-1,11,-63,7,-55*,-2,-1,i,-3
C=CCNC(=O)COC(=O)CCC(=O)c1cccs1,-6,-1,19,-3,6,-7,2,2,i,1
Cc1ccc(S(=O)(=O)N/N=C/c2ccccc2O)cc1,10,-3,6,-17,5,-3,0,0,i,·
Cc1c(C(=O)Oc2cccc3ccccc23)cnn1-c1ccccc1,11,-1,-11,-23,-6,-22,10,0,i,1
COc1cccc(CNC(=O)Cn2cc3c(n2)CCCC3)c1,-5,1,18,-2,6,2,1,-1,i,8
Cc1ccc(CCN2CC(C(=O)NCCCN3CCCCCC3)CC2=O)cc1 (stereo not drawn),-2,4,22,-2,0,-9,-2,0,i,-83
CC(C)CCNC(=O)Cn1c(=O)oc2cc(S(=O)(=O)N3CCc4ccccc43)ccc21,-1,-1,54,2,6,-4,-4,5,i,-27
CNC(=O)c1sccc1SCc1c(Cl)cccc1Cl,-3,1,16,-7,11,3,-1,0,i,-8
Cc1[nH]n(-c2ccccc2)c(=O)c1/C=N/NC(=O)c1cccc([N+](=O)[O-])c1,-7,1,·,·,14,·,4,·,·,·
COc1ccc2cc(C(=O)NC3CCCCC3)c(=O)oc2c1,·,·,11,-9,7,-3,1,2,i,4
O=C1CC(N2CCN(c3ccccc3F)CC2)C(=O)N1c1ccc(F)cc1 (stereo not drawn),3,·,13,-12,-4,-9,0,4,i,-4
CS(=O)(=O)c1ccc(-c2nnc(NC(=O)c3cccc(N4C(=O)CCC4=O)c3)o2)cc1,2,-2,15,12,-3,0,·,-3,i,·
COC(=O)Cc1c(C(=O)OC)nnn1-c1ccc(OC(F)(F)F)cc1,·,0,12,5,-3,-1,1,2,i,12
CCOC(=O)N1CCN(S(=O)(=O)c2ccc(C(=O)NNc3nc4ccc(Cl)cc4s3)cc2)CC1,·,-2,61,-18,5,1,-2,1,i,1
O=C(Nc1ccc2oc(-c3ccncc3)nc2c1)c1ccccc1,-1,2,19,-1,0,4,-2,4,i,8
COc1ccccc1NC(=O)CN1CCC(c2nc3ccccc3[nH]2)CC1,-4,1,2,-7,-2,-4,-2,0,i,4
Cc1cccc(C(=O)N2CCN(Cc3nc4sc5c(c4c(=O)[nH]3)CCCC5)CC2)c1,-2,1,22,3,8,4,-3,-2,i,-16
CC(C)NC(=O)C1CCN(S(=O)(=O)c2ccc(N3CCCC3=O)cc2)CC1,6,-1,6,-13,6,-7,0,-2,i,-2
Cc1cccc(C)c1NS(=O)(=O)c1c(C)[nH]c(=O)[nH]c1=O,1,-1,17,-2,2,-2,0,-2,i,-4
COc1ccc(NC(=O)CCOc2ccccc2)c(OC)c1,4,-3,2,17,0,13,-4,2,i,0
N#CC(CC(=O)c1ccc(F)cc1)c1ccc2c(c1)OCO2 (stereo not drawn),2,0,0,-4,-2,1,5,-2,i,-6
COc1ccc(F)cc1S(=O)(=O)N1CCC2(CC1)OCCN2S(=O)(=O)c1cccs1,-11,-3,12,0,7,3,·,3,i,1
CCC1CCCCN1CCCNC(=O)c1c(O)nc2cc(C)ccn2c1=O (stereo not drawn),-3,-1,13,-13,1,0,5,2,·,-3
Cc1sc(N)c(C(=O)c2ccccc2Cl)c1C,-8,-1,-3,7,1,3,2,2,i,4
O=C(Nc1cccc(-c2ccc(N3CCOCC3)nn2)c1)c1ccc(Cl)cc1,2,-2,26,25,-20,10,·,3,i,12
COc1cc(-c2csc(C)n2)ccc1O,-4,-1,19,-1,5,-6,2,-6,i,1
Oc1ccc(/C=C/c2nc(-c3ccccc3O)n(-c3ccccc3)n2)cc1,20,0,20,5,2,9,-1,-1,i,-4
CC(C)[C@H](NC(N)=O)C(=O)NCCc1ccc(Cl)cc1Cl,3,-3,14,3,-2,-4,-3,-1,i,11
Cn1c(CSCc2ccc(F)cc2)nnc1SCC(=O)N1CCN(c2ccccc2)CC1,0,21,11,15,0,1,-2,-1,i,4
COc1ccc(OC)c(Nc2ncnc3sc(-c4ccccc4)cc23)c1,-25,-4,27,-1,7,-5,5,0,i,-5
CCOC(=O)Cc1ccc(NCc2ccc(Cl)cc2)cc1,5,-2,27,4,·,2,-2,3,i,-1
O=C(NCc1ccccc1C(F)(F)F)C1CCC(=O)N(C2CC2)C1 (stereo not drawn),4,-6,-5,-20,-3,4,1,2,i,-1
CC(C)C(=O)c1cc2c(cc1NC(=O)c1cccs1)OCCO2,5,0,16,1,-14,-4,0,-3,i,6
COCCN1CC(C(=O)NCc2ccccc2-n2ccnc2C)CCC1=O (stereo not drawn),-3,0,9,-11,-2,-3,3,0,i,28
O=C1C2C3C=CC(CC3)C2C(=O)N1c1ccccc1F (stereo not drawn),0,-2,16,-7,-3,2,-3,0,i,6
CCN(CC)C(=O)Oc1nnc(SC(C)C)n1-c1ccc(Cl)c(Cl)c1,-6,0,3,3,6,4,2,0,i,8
O=C(Nc1ccc(-c2csc(Nc3ccccc3)n2)cc1)c1cccc(C(F)(F)F)c1,-2,2,13,17,-3,11,·,3,i,3
O=C(O)c1nccnc1C(=O)Nc1ccc(Cl)cn1,2,-1,5,-3,-2,-9,-1,2,i,-7
C=CCc1ccc(OCCOCCOc2ccc(C)cc2[N+](=O)[O-])c(OC)c1,13,-1,16,7,-1,2,0,-3,i,4
COc1ccc(NS(=O)(=O)c2cnc[nH]2)cc1,0,1,17,22,-5,3,3,-1,i,0
COc1cc2c(cc1NC(=O)c1cccc([N+](=O)[O-])c1)oc1ccccc12,-2,0,5,-22,3,-16,-3,-3,i,-4
O=S1(=O)CCC(N=Nc2c(O)n(Cc3ccccc3)c3ccccc23)C1 (stereo not drawn),4,0,-10,7,1,-7,5,-2,i,2
O=C1CC(c2ccco2)CC(O)=C1C=Nc1ccccc1-c1ccccc1 (stereo not drawn),0,1,42,32,·,23,2,-22,i,0
C#CCn1c(=NC(=O)c2ccc(S(=O)(=O)N3CCCc4ccccc43)cc2)sc2cc(S(N)(=O)=O)ccc21,1,-1,1,53*,-1,6,2,-1,i,-4
CCOC(=O)c1ccc2cccc(C)n2c1=O,5,-2,7,5,0,0,-1,-5,i,2
COc1ccc(OC)c(CCNC(=O)c2ccccc2NC(=O)C2=C(C)OCCS2)c1,4,-3,12,12,1,5,2,3,i,-12

(continued)
Compound,HDAC3 inh,GSK3 alpha inh,AI-2 QS modul,HSF1 activator,DYRK1A inh,HSF1 inh,HSP90 refold inh,GSK3beta inhib,PolyA inhibitor,Platelet DG rel
COC/C=C/C1=CC2=CC(=O)C(C)(OC(=O)c3cnc4ccccc4n3)C(=O)C2=CN1c1ccc(CO)cc1 (stereo not drawn),-13,-2,19,-9,·,1,0,0,i,-5
CNC(=O)NCC12CC3CC(CC(C3)C1)C2,-3,-5,-1,-22,4,-5,-2,0,i,3
O=S(=O)(c1ccc2ccccc2c1)N(CC(O)CN1CCOCC1)c1ccccc1 (stereo not drawn),4,1,57,-14,16,10,9,-1,i,20
COc1ccc(C(=O)C2CCCN(C(=O)c3ccc(C(C)=O)s3)C2)c(C)c1 (stereo not drawn),·,·,14,10,·,2,2,-2,i,5
CC1CC(C)CN(CCCNS(=O)(=O)c2ccc3c(c2)CCN3C(=O)C2CC2)C1 (stereo not drawn),-7,4,7,-13,3,-6,-5,-1,i,-1
O=C1c2ccsc2SCCN1Cc1c(Cl)cccc1Cl,5,-2,16,-10,1,-7,1,2,i,0
COc1ccccc1NC(=O)c1ccc(Cl)c(S(=O)(=O)N2CCCCC2)c1,4,3,-1,25,-2,4,1,-12,i,22
O=C1C2C3C=CC(C3)C2C(=O)N1c1ccc(N2CCN(c3ccccn3)CC2)c([N+](=O)[O-])c1 (stereo not drawn),·,-2,5,2,10,-7,-1,1,i,1
COc1nn(-c2nc(-c3ccccc3)cc(C(F)(F)F)n2)cc1[N+](=O)[O-],-2,1,11,42,-10,0,1,0,i,8
Cc1ccc(NC(=O)Cn2cccc2)c(C)c1,2,0,36,-5,7,-4,-1,1,i,0
Cc1sc(NC(=O)C2C3CCC(C3)C2C(=O)O)c(C(N)=O)c1-c1ccc(C(C)(C)C)cc1 (stereo not drawn),·,·,19,11,2,-4,3,-2,i,-19
C=C(C)c1sc(-c2ccc(Cl)cc2)nc1C,1,-2,14,28,10,22,·,4,·,6

An excerpt; rates above refer to the full screens.
